Screening results as filed in PubChem.
PTHR1 agonist: PTHR1 (human) receptor agonism | Q03431 | HEK293 GP2 PTHR1 cells, GloSensor cAMP luminescence, 1 h | Potency, µM (series often up to 115 µM), without a hit: at the highest dose activation, most hits filed as activators | hit rate 0.075% among 410,000; further: potency means the concentration at half of the fitted maximal effect; nearly all actives have a fitted effect of over 55% in size; some results filed as inactive show a strong effect at the top dose; inactives centre near -15; many of its hits are not listed in these tables
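HEK-293-derived GP2 cells expressing PTHR1 and a GloSensor cAMP reporter, 3,000/well, plated overnight, given luciferin plus IBMX (each 0.5 mM as added) for 1 h at 37 °C, then compound for 1 h at 37 °C. Luminescence was read after 15 min at room temperature.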
GLP1R cytotox: cytotoxic in the GLP-1 receptor inverse agonist counter-screen | AID 624418 | Potency, µM (doses to about 38.3 µM), for inactives: at the top dose activity change, negative = inhibition, usual class: inhibitors | hit rate 0.13% among 410,000 | HEK293 cAMP-luciferase reporter cells, luminescence, 24 h;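 further: loss of luciferase light is scored as toxicity; potency means the concentration at half of the fitted maximal effect; on the % scale 0 is the no-effect control and ±100 the full control effect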
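Here, cytotoxicity is scored as loss of luminescence. The MLSMR collection was tested on cells seeded in medium containing 10% Nu serum, with a 24 hr compound exposure preceded by 12 hours of culture.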
GLP-1R agonist: agonists of human GLP-1 receptor; HEK293 GLP-1R CRE-luciferase, luminescence, 4-6 h; cells express a hypersensitive GLP-1R form; Potency, µM (top dose mostly 45.6 µM), inactives show at the top dose activation, hits mostly activators; hit rate 0.007% among 380,000; AID 624172; further: potency means the concentration at half of the fitted maximal effect; % of control where 0% means no effect
Target sequence (P43220 whole entry, looked up): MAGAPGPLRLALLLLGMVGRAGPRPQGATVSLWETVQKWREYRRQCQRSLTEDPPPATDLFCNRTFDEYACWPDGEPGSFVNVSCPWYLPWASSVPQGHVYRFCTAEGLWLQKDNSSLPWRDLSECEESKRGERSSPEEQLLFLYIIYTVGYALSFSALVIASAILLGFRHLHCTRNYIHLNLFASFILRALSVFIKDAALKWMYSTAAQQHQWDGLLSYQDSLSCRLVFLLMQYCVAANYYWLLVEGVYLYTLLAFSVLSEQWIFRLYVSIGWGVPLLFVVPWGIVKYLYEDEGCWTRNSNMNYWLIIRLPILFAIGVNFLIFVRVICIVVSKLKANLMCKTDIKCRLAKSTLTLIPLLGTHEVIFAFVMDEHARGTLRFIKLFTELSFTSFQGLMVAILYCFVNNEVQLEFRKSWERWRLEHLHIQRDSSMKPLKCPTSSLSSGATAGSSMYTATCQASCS
DRD3 antagonist: blocks the human D3 dopamine receptor; D3R cells, DiscoveRx beta-arrestin luminescence, antagonist mode; active compounds read low; max response, negative = inhibition, %; hit rate 2.5% among 360,000; AID 652054; in the data active means max response below about -50%; inconclusive means no clear call, values can overlap the other calls; further: on the % scale 0 is the no-effect control and ±100 the full control effect; mostly tested at two doses, the higher about 12 µM
Target sequence (P35462 whole entry, looked up): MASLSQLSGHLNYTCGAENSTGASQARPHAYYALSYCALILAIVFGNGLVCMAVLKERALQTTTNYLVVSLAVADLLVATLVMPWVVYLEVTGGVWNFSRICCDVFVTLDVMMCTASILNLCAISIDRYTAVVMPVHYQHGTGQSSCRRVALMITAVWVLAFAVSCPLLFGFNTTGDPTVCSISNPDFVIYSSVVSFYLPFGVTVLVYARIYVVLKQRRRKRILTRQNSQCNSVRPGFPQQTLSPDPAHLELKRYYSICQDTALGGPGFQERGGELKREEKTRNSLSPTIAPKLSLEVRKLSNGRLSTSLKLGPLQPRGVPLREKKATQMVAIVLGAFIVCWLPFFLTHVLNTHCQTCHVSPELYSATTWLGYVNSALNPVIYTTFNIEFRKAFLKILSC
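Cells expressing the human receptor were seeded at 1500 cells/well, incubated overnight at 37 degrees C in 5% CO2, then exposed to library compounds with dopamine controls for 90 minutes at 37 degrees C before luminescent detection.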
aSyn rescue: inhibitors of alpha-synuclein toxicity in yeast; Yeast expressing alpha-synuclein, growth rescue, BacTiter-Glo, 24 h; Potency, µM (titrated, usually from 46.1 µM), inactives show at the top dose growth rescue (activation), actives largely listed as activators; hit rate 0.14% among 370,000; further: potency means the concentration at half of the fitted maximal effect; % of control where 0% means no effect; nearly all actives have a fitted effect of over 65% in size
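Rescue of yeast growth: cells expressing toxic alpha-synuclein, induced in galactose at OD600 0.02, incubated with compound 24 h at 30 C. ATP luminescence quantified growth; inhibitors of toxicity appear as activators.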
GLP-1R inv ag: GLP-1 receptor (human) inverse agonism. P43220. HEK293 GLP-1R CRE-luciferase, luminescence, 24 h; GLP-1R form is constitutively active. Potency, µM (series often up to 38.3 µM), inactives show at the top dose activity change, negative = inhibition, usual class: inhibitors. hit rate 1.6% among 410,000. AID 624417; further: potency means the concentration at half of the fitted maximal effect; on the % scale 0 is the no-effect control and ±100 the full control effect; nearly all actives have a fitted effect of over 55% in size
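Inverse agonists were sought by their lowering of basal cAMP reporter luciferase output in HEK293 cells stably carrying constitutively active human GLP-1R, after 24 h compound treatment.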
TDP-43 yeast inh: inhibitors of TDP-43 toxicity in yeast | Potency, µM (highest dose often 46.1 µM), for the others: top-dose growth rescue (activation), usual class: activators | hit rate 1.8% among 410,000 | TDP-43 expressing yeast growth rescue, BacTiter-Glo, 24 h; further: potency means the concentration at half of the fitted maximal effect; % of control where 0% means no effect; nearly all actives have a fitted effect of over 50% in size
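Growth rescue of TDP-43-toxic yeast measured as ATP luminescence (BacTiter-Glo). Cells grown to mid-log in raffinose, induced in galactose at OD600=0.02, exposed to compound 24 hr at 30 deg C.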
KB-V1 MDR tox: kills drug-selected multidrug resistant KB-V1 cells. AID 1347076. Potency, µM (doses to about 46.1 µM), for the others: top-dose activity change, negative = cytotoxicity, most hits filed as cytotoxic. hit rate 3.4% among 400,000. KB-V1 MDR cells viability, CellTiter-Glo, 72 h; further: potency means the concentration at half of the fitted maximal effect; on the % scale 0 is the no-effect control and ±100 the full control effect; nearly all actives have a fitted effect of over 60% in size
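Cytotoxicity via CellTiter-Glo luminescence after 72 h compound exposure at 37 degrees C. Cells: drug-selected KB-V1 line, DMEM phenol-red free plus 10% FBS. Compounds tested at multiple concentrations; normalized data fitted to concentration-effect curves.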
DRD3 agonist: agonists of human D3 dopamine receptor | P35462 | D3R DiscoveRx beta-arrestin cells, luminescence, 90 min | max activation, % | hit rate 0.58% among 410,000 | AID 652048; in the data active means max activation above about 30%; further: 0% is about no effect; mostly tested at two doses, the higher about 12 µM
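Cells at 1500/well, incubated overnight, then treated with pinned compounds (dopamine as control) for 90 min at 37 degrees C. DiscoveRx reagent added for 30 - 60 minutes at room temperature; luminescence read.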
Starred values were filed as active, the others as inactive; i = inactive; ? = inconclusive; nt = no result given; [ ] = another dose, or the depositor's remark. Unless noted, the call rests on the fitted dose curve; in most records, active means well fitted curve in the direction sought with a large enough effect; inconclusive means small, poorly fitted or top-dose-only effect, or another doubt; inactive means no such curve, though single readings can be large; an effect the other way counts as inactive or inconclusive. A portion of the library. The share of hits here may be higher or lower than overall.

item | structure | DRD3 antagonist | GLP1R cytotox | TDP-43 yeast inh | GLP-1R inv ag | KB-V1 MDR tox | PTHR1 agonist | GLP-1R agonist | aSyn rescue | DRD3 agonist
1 | CC(NC(=O)CSc1nc(-c2cccc(Cl)c2)nc2cc(=O)[nH]n12)c1nc2ccccc2n1C (stereo unspecified) | nt | -0.7% | -3.5% | 0.0% | 24.4% | 0.5% | nt | nt | -5.3
2 | O=C(CCCCCCCC(=O)N1CCCCC1)N1CCCCC1 | -6.3 | 3.2% | -13.7% | 11.1% | -11.0% | -24.6% | -0.1% | -1.9% | -6.2
3 | NS(=O)(=O)c1cc(C(=O)Nc2ccc3c(c2)CCC3)ccc1Cl | 3.1 | -5.7% | 12.8% | ? | -8.4% | -26.9% | 16.7% | 2.3% | -5.3
4 | CCOC(=O)c1c(C)oc2nc(C)nc(NCc3ccccc3Cl)c12 | nt | -7.1% | 12.8% | 10.8% | 7.2% | i | nt | nt | -1.7
5 | CC1CC(C)(C)NC(=S)N1CCC(=O)NCc1ccc(F)cc1 (stereo unspecified) | -17.7 | 15.4%[7.66 µM] | -1.7% | 10.5%[7.66 µM] | -17.7% | -9.7% | 0.1% | -3.3% | 0.5
6 | O=c1ccc(-c2ccc(S(=O)(=O)NCc3cccc(Br)c3)s2)n[nH]1 | -22.5 | -15.6% | -5.3% | 132.2%[activator] | -9.6% | -26.4% | 21.1% | -2.0% | -2.6
7 | CC(C)COc1ccc(-c2nnc(-c3ccco3)o2)cc1 | 21.7 | 1.0% | 10µM* | -13.4% | -6.5% | -24.1%[57.5 µM] | 6.6% | -0.8% | 1.7
8 | CCCCNC(=O)Nc1cc(C(=O)OC)ccc1C | -5.5 | -1.3% | 0.4% | 0.6% | 1.2% | -15.9%[57.5 µM] | -9.4% | -1.5% | -1.7
9 | COc1ccc(NC(=O)c2ccccc2)cc1 | 8.3 | -34.2% | 19.4% | 5.5% | 3.7% | -37.5%[inhibitor] | 9.3% | -10.1% | -4.0
10 | COC(=O)CCCC1=CC2=C(c3ccccc3)C(=O)C(C)(OC(=O)C3CCCC3)C(=O)C2=CN1C1CCCC1 (stereo unspecified) | -13.0 | -7.5% | 3.3% | -6.4% | -2.8% | -23.9% | -1.7% | -6.1% | -13.8
11 | COc1ccc(NC(=O)CN2C(=O)CCc3cc(S(=O)(=O)N4CCOCC4)ccc32)cc1Cl | nt | 6.6% | ? | 0.4% | 21.0% | i | nt | nt | 9.0
12 | CCO[C@H]1OC(C(=O)N2CCN(Cc3ccc4c(c3)OCO4)CC2)=C[C@@H](c2cn(C(C)=O)c3ccccc23)[C@@H]1CCCO | -8.4 | 4.7% | 8.1% | ? | -0.9% | i | 1.3% | -8.6% | -19.8
13 | O=C(NCC1CCCCC1)c1ccc2nc([C@H]3C[C@H](O)[C@@H](CO)O3)[nH]c2c1 | 0.0 | 0.5% | 20.0% | 0.3% | -2.5% | i | -6.3% | -4.3% | -9.2
14 | COc1ccc(S(=O)(=O)O)cc1P(=O)(c1ccccc1)c1ccccc1 | -11.6 | 1.1% | -6.8% | -5.6% | 6.8% | i | 3.0% | 0.6% | 4.0
15 | CS/C(N)=N/N=C/c1ccc([N+](=O)[O-])cc1 | -50.7* | -6.1% | ? | 29.9% | 6.2% | -11.8% | 5.7% | -7.6% | -0.5
16 | COc1ccc(C(=O)N2CCN(C(=O)c3ccc(-c4ccccc4)cc3)CC2)cc1OC | -6.9 | 7.8%[7.66 µM] | -12.5%[9.22 µM] | -10.6%[7.66 µM] | -11.2% | i | 10.1% | 17.9% | -3.0
17 | Fc1ccc(CN2CCCN(C(=S)Nc3ccc(F)cc3)CC2)cc1 | -58.8* | -0.7% | -23.4% | ? | -12.8% | i | 7.3% | -1.3% | -14.1
18 | Cc1cc(C)c2nc(NC(=O)c3ccc4c(c3)OCO4)sc2c1 | 10.7 | 4.0% | -27.7% | -0.6% | 12.1% | 5.0% | -0.4% | -7.6% | 6.2
19 | Cc1ccc(NC(=O)c2ccc(NC(=O)N3CCSc4ncccc43)cc2)cc1Cl | nt | 0.6% | 5.4% | -17.7% | -17.4% | -6.8% | nt | nt | 5.1
20 | CC(=O)c1cccc(NC(=O)C(C)n2c(=O)cc(-c3ccccc3)c3c(C)nn(C)c32)c1 (stereo unspecified) | nt | 38.0%[activator] | -0.3% | 4.9% | 3.1% | -17.8% | nt | nt | -11.4
21 | CC1CCCCC12NC(=O)N(CC(=O)OCc1ccccc1F)C2=O (stereo unspecified) | -4.0 | -12.9% | -14.2% | ? | -5.0% | i | -3.0% | -0.7% | -9.9
22 | O=C1C2C3C=CC(CNS(=O)(=O)c4ccccc4)(O3)C2C(=O)N1c1ccc(Cl)cc1 (stereo unspecified) | -7.7 | -16.2% | ? | 9.6% | ? | i | 2.0% | -82.1%[inhibitor] | -6.2
23 | O=C(CSc1nnc(-c2ccccc2F)o1)N1CCc2ccccc21 | nt | 2.0% | 20.2% | 0.2% | 0.0% | -19.9% | nt | nt | 6.4
24 | O=C(O)c1ccc(NC(=S)NC(=O)C(c2ccccc2)c2ccccc2)cc1 | -15.9 | 5.8% | -10.7% | 1.7% | nt | i | 0.1% | 13.9% | -5.2
25 | O=C(CNC(=O)C1(c2ccccc2)CC1)Nc1ccc(F)c(F)c1 | 0.4 | 19.6% | 3.9% | -21.6% | -34.7% | -6.5% | -1.9% | 0.5% | 1.5
26 | CCC(=O)N1CCc2cc(S(=O)(=O)CCC(=O)NC3CCCCC3)ccc21 | 8.8 | 6.5% | 0.1% | 42.8%[activator] | -24.8% | -50.5%[inhibitor] | -3.8% | 0.0% | -1.7
27 | CC(=O)Nc1ccc(C(=O)Nc2ccc3c(c2)OCCO3)cc1 | -3.7 | 1.5% | -11.8% | 20.3% | -37.6% | -1.3% | -5.3% | -6.5% | -9.9
28 | CCOc1ccc(NC(=O)CC2C(=O)N(c3ccccc3)C(=O)N2Cc2ccco2)cc1 (stereo unspecified) | -18.9 | -1.7%[7.66 µM] | -5.5% | 3.9%[7.66 µM] | ? | -6.8% | 0.2% | -3.7% | 2.3
29 | CCN(CC)c1ccc(NC(=O)c2cccnc2)cc1 | -4.2 | -36.3% | 1.9% | -22.6% | ? | -49.3%[inhibitor] | 2.5% | -5.2% | -0.8
30 | O=C(COc1ccccc1Br)NCc1ccccn1 | 15.4 | -10.4% | -0.7% | 9.7% | -4.6% | -53.4%[inhibitor] | 17.0% | -12.2% | -0.9
31 | C=CCNC(=O)CN1CCC(n2nnc3cc(C(F)(F)F)ccc32)CC1 | 10.2 | -2.0% | 15.1% | -14.4% | ? | i | 5.8% | 2.7% | 2.2
32 | Cc1cc(OCC(=O)N[C@@H](Cc2ccccc2)c2nc3ccccc3[nH]2)ccc1Cl | 10.4 | -10.0% | 6.5% | -11.1% | -15.1% | i | -3.8% | -0.4% | 3.0
33 | COc1ccc(NN=Nc2nc3c([nH]2)c(=O)n(C)c(=O)n3C)cc1 | 7.3 | -20.5% | -3.1% | 13.4% | -0.9% | i | 0.8% | -0.9% | 8.2
34 | CC(C)(C)C(=O)CSc1nc2ccsc2c(=O)n1Cc1ccccc1F | nt | -4.6% | -2.4% | 12.6µM* | nt | i | nt | nt | -16.9
35 | COc1cc(NS(=O)(=O)c2ccc(Nc3nc(-c4ccccn4)cs3)cc2)nc(OC)n1 | -1.3 | 12.6% | ? | 7.5% | -8.2% | i | 2.0% | 3.3% | 3.9
36 | Cc1cc(C)cc(NC(=O)C(C)N2Cc3ccccc3C2=O)c1 (stereo unspecified) | nt | -1.2% | 16.8% | 14.6% | -0.6% | i | nt | nt | 3.8
37 | C=C(C)Cn1c(SCC(=O)Nc2ccccc2C)nc2sc3c(c2c1=O)CCCC3 | nt | 2.0% | -18.8% | 0.8% | 6.5% | i | nt | nt | -15.0
38 | CC(C)OC(=O)/C(=C\C=C\c1ccccc1)NC(=O)c1ccccc1 | 11.8 | -8.8% | 9.7% | -16.0% | -0.4% | i | 1.1% | 2.2% | 5.3
39 | CN(Cc1cnn(-c2ccccc2)c1)C(=O)c1cccc(S(=O)(=O)N(C)c2ccccc2)c1 | 14.4 | -7.9% | 22.9% | 10µM* | ? | -51.3%[inhibitor] | 10.5% | 8.1% | 0.4
40 | Nc1nc(NCCCN2CCOCC2)nc(Nc2ccccc2)c1[N+](=O)[O-] | -28.9 | -5.8% | 3.7% | -10.3% | 23.1µM* | -24.2% | 0.0% | -6.1% | -23.0
41 | COc1cccc2cc(C(=O)Nc3cccnc3N3CCOCC3)c(=O)oc12 | 7.3 | 11.4% | -15.0% | 16.1% | -7.4% | 16.4%[57.5 µM] | -5.5% | 3.5% | -5.6
42 | Cc1ccc(C(C(=O)NCc2ccco2)N(C(=O)CNC(=O)c2cccs2)c2c(C)cccc2C)cc1 (stereo unspecified) | -4.6 | -7.0% | 0.7%[9.22 µM] | -29.9% | 0.0% | i | 6.8% | -9.8% | -8.9
43 | CCSc1nnc([C@H](C)NC(=O)OC(C)(C)C)o1 | -5.1 | 2.6% | 16.1% | -17.5% | -27.2% | -16.0%[57.5 µM] | -3.5% | 1.7% | 20.7
44 | Cc1nn(C)c(C)c1S(=O)(=O)N(CC(=O)NC1CCCCCC1)c1ccc(C(C)C)cc1 | 0.0 | 7.8% | -4.7% | -0.1% | -2.8% | -1.5% | -4.5% | -2.5% | -2.1
45 | CCCCN(C)C(=O)C1CCC(CNS(=O)(=O)c2ccc(Cl)cc2)CC1 (stereo unspecified) | nt | -0.5% | 4.2% | ? | -11.7% | -40.5%[inhibitor] | nt | nt | -10.1
46 | CCCCOC(=O)NC1CCc2cc(OC)c(OC)c(OC)c2-c2ccc(SC)c(=O)cc21 (stereo unspecified) | -9.1 | -54.7% | 5.8% | -57.4% | 0.291µM* | -7.8% | 19.7% | 2.4% | -2.7
47 | COC(=O)CCCC(=O)N1CCC(CO)(CCc2ccccc2)CC1 | 7.5 | -7.9% | -0.7% | 2.1% | -17.9% | -23.5% | -1.9% | -0.7% | 4.8
